From PubChem BioAssay
DENV2 CPE rescue: inhibitors of DENV2 cytopathic effect, primary screen, cell-based, plate reader, single concentration | DENV2-infected cells, cytopathic effect rescue | CPE inhibition, % at 9.99 µM | 1.7% of 350,000 active | AID 651640, 2012; in the data active means CPE inhibition above about 20%, passing the limit was not always enough; inconclusive means no clear call, values can overlap the other calls; tested in BHK-21 cells;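 further: 0% = median of neutral control wells and 100% = median of positive control wells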
EWS-Fli block: EWS/Fli-driven NR0B1 reporter inhibitors, primary screen, A673 cells, NR0B1 luciferase, luminescence, MLPCN library. viability-normalised. 0.67% of 350,000 active. inhibition, % at 12.6 µM;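 active means mean inhibition of at least 50% after viability correction, with every replicate also passing that limit; inconclusive means mean reaches 50% but only one of two replicates passes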;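 further: firefly luciferase signal divided by Alamar Blue viability fluorescence both relative to DMSO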
ARNT-TACC3 inh: disruptors of ARNT/TACC3 protein interaction, primary screen, biochemical, AlphaScreen, single concentration; AlphaScreen His-ARNT PAS-B/GST-TACC3 binding, luminescence; TACC3 fragment carries E629A point mutation; Transforming acidic coiled-coil-containing protein 3 (Homo sapiens), Q9Y6A5; 0.66% of 390,000 active; inhibition, % at 9.99 µM;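 active means mean inhibition of replicates at least 50% and at least half of replicates each reaching 50%; inconclusive means half or more replicates reach 50% but mean below 50%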;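 further: 0% = complete ARNT plus TACC3 wells and 100% = ARNT alone without TACC3; many hits fall short of the cut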
SIRT5 inh: SIRT5 desuccinylase inhibitors, primary screen, biochemical, fluorescence imaging, single point, set 5. AID 652115, 2013. 1.1% of 330,000 active. inhibition, % at 15 µM. Purified SirT5, succinyl-peptide AMC, trypsin-coupled fluorescence; in the data active means inhibition above about 15%; inconclusive means no clear call, values can overlap the other calls
Target sequence (Q9NXA8 whole entry, looked up): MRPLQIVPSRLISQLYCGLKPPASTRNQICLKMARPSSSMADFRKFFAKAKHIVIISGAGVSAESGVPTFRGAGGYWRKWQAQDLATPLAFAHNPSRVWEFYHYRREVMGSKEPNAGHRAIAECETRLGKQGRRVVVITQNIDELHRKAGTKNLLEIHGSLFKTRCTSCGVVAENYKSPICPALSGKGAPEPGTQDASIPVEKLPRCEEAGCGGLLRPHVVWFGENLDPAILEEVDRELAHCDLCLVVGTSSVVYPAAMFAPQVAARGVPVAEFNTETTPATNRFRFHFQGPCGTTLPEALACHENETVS
LGR2 inh: inhibitors of bursicon-induced LGR2 CRE-luciferase signal, primary screen, cell-based, HEK293, CRE-luciferase reporter, bursicon stimulation; bursicon-stimulated, 4 h; inhibition, % at 9.99 µM; 0.35% of 380,000 active; AID 720647, 2013;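 active means drop in luminescence signal, shown as inhibition above about 50% in the replicate tests, limit read from the data, passing the limit was not always enough; inconclusive means probably only some replicates passing the limit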;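 further: agonist challenge used bursicon conditioned medium at about half maximal strength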
Casp6 inh: human caspase-6 inhibitors, primary screen, biochemical, VEID-R110 fluorescence, single point, set 2. P55212. purified caspase-6, Z-VEID-R110 cleavage fluorescence. inhibition, % at 12.5 µM. 0.53% of 350,000 active. AID 686996, 2013;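 active means mean inhibition across replicates at least about 35%, with every replicate also reaching that limit, limit read from the data; inconclusive means only one of the two criteria met; inactive means neither criterion met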;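 further: 0% = median of neutral control wells and 100% = no fluorescence left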
Target sequence (P55212 24-179 limits assumed): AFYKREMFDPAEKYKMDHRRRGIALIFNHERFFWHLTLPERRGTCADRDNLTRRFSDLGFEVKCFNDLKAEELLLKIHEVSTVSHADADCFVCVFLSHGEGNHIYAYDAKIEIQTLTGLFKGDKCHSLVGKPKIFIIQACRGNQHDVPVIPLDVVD
Target sequence (P55212 194-293 limits assumed): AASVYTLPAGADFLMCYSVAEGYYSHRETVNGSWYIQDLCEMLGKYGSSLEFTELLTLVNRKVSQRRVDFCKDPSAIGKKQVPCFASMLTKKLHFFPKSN
PAX8 inh HTS: inhibitors of PAX8-driven TPO luciferase reporter, primary screen, RMG-I cells, single concentration. SteadyGlo, 24 h. inhibition, % at 12.6 µM. 1.2% of 360,000 active. AID 652154, 2013;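 active means mean replicate inhibition at least 60% with every replicate also reaching 60%; inconclusive means only one of the two criteria is met; inactive means mean below 60% and not all replicates reaching 60%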;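 further: luciferase light reporting Pax8 driven TPO promoter activity; plate controls were median of neutral control wells for no effect and mitoxantrone controls for full effect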
Active calls of the source: *; ? = inconclusive; . = no result given.

Value order – DENV2 CPE rescue, EWS-Fli block, ARNT-TACC3 inh, SIRT5 inh, LGR2 inh, Casp6 inh, PAX8 inh HTS
CC(=O)NC(CCS(C)(=O)=O)C(=O)Nc1cccc(Cl)c1Cl (stereo unspecified)
    -4.0, -0.7, 3.3, -0.7, 2.5, 2.2, 9.9
O=C(Cc1c[nH]c2ccccc12)N/N=C/c1ccccc1O
    -4.2, 2.7, 22.1, -1.6, -37.9, 7.2, -25.8
C[C@H]1CN([C@@H](C)CO)C(=O)c2cc(NC(=O)Cc3ccccc3)ccc2O[C@H]1CN(C)C
    0.6, -7.3, -8.2, -5.0, -0.3, -0.4, 44.3
C[C@H](c1ccccc1)N1C[C@@H](COCc2ccccc2)Oc2cccc(Oc3ccc(C(C)(C)C)cc3)c2S1(=O)=O
    85.0*, 12.2, ., ., -0.8, 1.6, 15.4
COc1ccc(NC(=O)c2ccc(N(C)S(C)(=O)=O)cc2)cc1OC
    ., ., -3.5, ., -7.3, 0.7, .
COc1cccc(NC(=O)CN(C)C(=O)c2cc(-c3ccccc3)nc3ccccc23)c1
    18.4, 10.2, ., -3.3, 4.4, 6.3, 20.3
C[C@H](CO)N1C[C@H](C)[C@H](CN(C)Cc2ccc(Cl)c(Cl)c2)Oc2ccc(NS(=O)(=O)c3ccccc3)cc2C1=O
    ?, 3.5, -4.0, 0.7, -10.2, -0.7, 2.8
O=C(CCc1nc2sc3c(c2c(=O)[nH]1)CCCC3)NCCOc1ccccc1
    ?, 7.5, -0.6, 1.3, -8.5, -0.8, 18.2
CCCc1nc2c(C)cc(Br)cn2c1Cc1ccccc1OC
    -5.0, -17.3, ., -3.2, -32.0, -3.3, -12.8
Cc1cc(C)c(C)c(S(=O)(=O)Nc2ccc(C(N)=O)cc2)c1C
    3.6, 6.7, -4.4, -3.4, 8.2, 1.9, 10.6
CCC(=O)N1[C@@H]2Cn3c(cccc3=O)[C@H]1[C@@H](C(=O)NC1CCCCC1)[C@@H]2CO
    2.5, 5.3, -4.0, -2.6, -3.1, 1.8, .
C[C@H](CO)N1C[C@H](C)[C@H](CN(C)C(=O)c2ccc(F)cc2)Oc2ncc(Br)cc2C1=O
    1.1, 0.5, 12.8, -1.3, 32.5, 1.8, 1.8
C[C@@H]1CN([C@H](C)CO)C(=O)CCCn2cc(nn2)CO[C@@H]1CN(C)C(=O)Nc1ccc2c(c1)OCO2
    ., -11.6, ., ., 2.4, ., -4.6
CCc1nc2ccccc2c(C(=O)OCC(=O)N(C)Cc2ccccc2)c1C
    -4.1, 1.5, ., -3.5, -8.2, 5.1, -15.6
NC(=O)c1ccsc1NC(=O)C1CC1
    4.5, 2.3, ., 3.0, 17.0, -2.2, -4.2
O=c1[nH]c(CN2CCN(S(=O)(=O)c3cccs3)CC2)nc2c(Br)cc(Br)cc12
    7.2, 3.6, -3.4, 7.2, -6.8, -4.5, 19.5
CC(C)(C)n1nc2c(c1NC(=O)c1c(F)cccc1F)CS(=O)(=O)C2
    ?, ., 1.1, -15.5, 0.9, -2.3, -34.8
C[C@@H]1CN([C@@H](C)CO)C(=O)c2ccccc2-c2ccccc2CO[C@@H]1CN(C)C(=O)CCC(F)(F)F
    ., -5.7, ., ., -9.0, ., 2.1
Cc1onc(-c2ccccc2)c1C(=O)N1CCN(C(=O)C(=O)c2cccc(C(F)(F)F)c2)CC1
    1.2, -8.4, ., ., -14.9, -2.8, 3.1
O=[N+]([O-])c1ccc(-n2nnnc2CN2CCCCC2)cc1
    4.1, 7.1, 5.3, -1.0, -17.2, 0.0, 14.8
CN(CCc1ccccn1)C(=O)CCC1CCCN(C(=O)c2ccsc2)C1 (stereo unspecified)
    -1.3, 9.4, 0.3, -4.1, 12.3, 1.6, 15.2
COc1ccc(N(C(=O)c2snc(C(N)=O)c2N)C(C(=O)NC2CCCC2)c2ccc(F)cc2)c(OC)c1 (stereo unspecified)
    ?, 5.8, -7.5, 0.5, 8.3, 4.5, 0.8
Cc1ccc(C2=NS(=O)(=O)N(C)C(C(=O)NC(C)c3ccccc3)=C2)cc1 (stereo unspecified)
    -5.1, -5.5, 3.1, 2.9, 17.0, -0.6, 3.6
CCc1ccccc1NC(=S)N(CCCN1CCOCC1)Cc1ccccn1
    ., ., -1.4, ., 10.6, ., 1.1
COC(=O)C[C@@H]1C[C@H]2c3cc(NC(=O)Nc4ccccc4)ccc3O[C@H]2[C@H](CO)O1
    -4.5, 1.2, 2.5, -1.1, -0.1, 0.6, -27.7
COc1ccc(NC(=S)N2CCC(NC(=O)c3ccco3)CC2)cc1
    -8.3, -9.7, ., -2.7, 1.2, 1.5, -6.3
Cc1noc(C)c1S(=O)(=O)Nc1ccc2c(c1)C(=O)N([C@@H](C)CO)C[C@H](C)[C@@H](CN(C)C(=O)NC1CCCCC1)O2
    -3.5, -6.4, ., 2.1, 1.9, 0.7, .
O=C(c1cnsn1)N1CCC(CO)(Cc2cccc(F)c2)CC1
    ., -70.7, 3.1, -2.8, -76.6, -0.1, -151.7
C[C@@H]1CN([C@@H](C)CO)C(=O)c2cc(NC(=O)C3CCCCC3)ccc2O[C@@H](C)CCCCO[C@@H]1CN(C)C(=O)C1CCCCC1
    ?, 2.7, -6.9, -1.1, 3.2, 0.6, -15.9
CCCN(CC(=O)Nc1ccc(F)c(F)c1F)C(=O)c1ccc(N2CCCC2=O)cc1
    2.4, -2.1, 14.5, -1.7, -28.0, 0.8, -9.4

Some entries already given with just DENV2 CPE rescue, ARNT-TACC3 inh and EWS-Fli block:
SMILES | DENV2 CPE rescue | ARNT-TACC3 inh | EWS-Fli block
CC(=O)NC(CCS(C)(=O)=O)C(=O)Nc1cccc(Cl)c1Cl (stereo unspecified) | -4.0 | 3.3 | -0.7
C[C@@H]1CN([C@@H](C)CO)C(=O)c2ccccc2-c2ccccc2CO[C@@H]1CN(C)C(=O)CCC(F)(F)F | . | . | -5.7

The main list resumes with the two entries that preceded the break.
Value order – DENV2 CPE rescue, EWS-Fli block, ARNT-TACC3 inh, SIRT5 inh, LGR2 inh, Casp6 inh, PAX8 inh HTS
C[C@@H]1CN([C@@H](C)CO)C(=O)c2cc(NC(=O)C3CCCCC3)ccc2O[C@@H](C)CCCCO[C@@H]1CN(C)C(=O)C1CCCCC1
    ?, 2.7, -6.9, -1.1, 3.2, 0.6, -15.9
CCCN(CC(=O)Nc1ccc(F)c(F)c1F)C(=O)c1ccc(N2CCCC2=O)cc1
    2.4, -2.1, 14.5, -1.7, -28.0, 0.8, -9.4
CCOCCCNC(=S)Nc1ccc2nc3n(c(=O)c2c1)CCCCC3
    4.2, -1.6, -10.1, 0.9, -10.7, ., 1.2
COc1ccc(NC(=O)Cc2ccc(Cl)cc2Cl)cn1
    -2.8, 2.9, -13.1, 8.3, -10.4, 0.3, 3.7
CN(c1nc2ccccc2[nH]c1=O)C1CCCCC1
    0.5, -9.0, -2.4, -1.4, 1.8, 0.2, 6.1
CC1(C)Cc2nc3[nH]c(=S)[nH]c(=O)c3cc2CO1
    12.8, -2.4, -5.2, -1.2, 0.4, 2.7, 0.0
Cc1ccccc1-c1ccccc1[C@H]1[C@@H](CO)N(C(=O)c2ccccc2)[C@H]1C#N
    1.5, -5.6, ., -0.3, 2.7, 2.2, .
O=C(c1ccc2c(c1)OCO2)N1CC(=O)N2[C@@H](CO)[C@@H](c3ccc(C#CC4CCCC4)cc3)[C@@H]2C1
    6.4, 8.8, ., 4.3, 29.9, 1.9, 14.4
CC(C)NC(=O)NCC[C@H]1CC[C@H](NC(=O)CN(C)C)[C@H](CO)O1
    -4.5, 9.1, 0.7, 9.2, 3.3, -137.1, -47.6
Cc1ccc(CNc2cnn(C34CC5CC(CC(C5)C3)C4)c(=O)c2Cl)cc1
    ., ., -2.3, ., 3.7, ., -1.2
C[C@@H]1CN([C@H](C)CO)C(=O)Cc2cc(NC(=O)c3ccncc3)ccc2O[C@@H]1CN(C)Cc1ccc(-c2ccccc2)cc1
    -3.2, 26.0, 5.0, 14.8, 7.0, 2.3, 41.3
Cc1cccc(N2CCN(C(=O)Cc3ccc(-n4c(=O)[nH]c5ccsc5c4=O)cc3)CC2)c1C
    -0.8, 0.7, 4.3, -0.8, 14.8, 0.5, 19.0
N#Cc1c(NC(=O)COC(=O)c2ccc(F)cc2)sc2c1CCC2
    -7.4, 2.9, 4.1, -0.4, 2.5, -2.6, .
COc1ccc2c3c(n(C)c2c1)[C@@H](CO)NCC31CN(Cc2ccc(Cl)cc2)C1
    7.2, 8.7, ., ., 7.1, ., .
COC(=O)C1=C(C)NC(=S)N(C(C)=O)C1c1ccc(OC)c(OC)c1 (stereo unspecified)
    10.7, 7.1, ., -4.5, 22.9, 2.2, 7.2
O=C(Nc1ccc2c(c1)CCC2)c1ccccc1F
    ., ., -2.1, ., 29.7, ., -67.6
Cc1cc(C(=O)NC2CCCc3c2cnn3-c2ccc(C)c(C)c2)nc(C)n1 (stereo unspecified)
    -0.9, ., 0.7, -1.7, -3.5, -1.1, 34.5
Cc1ccc(C(=O)/C=C/c2ccc3c(c2)OCO3)o1
    -6.0, -87.6, 5.9, -1.9, -55.5, -0.2, .
COc1ccc(CN(C)C[C@@H]2Oc3c(NS(=O)(=O)c4ccc(OC)cc4)cccc3C(=O)N([C@H](C)CO)C[C@H]2C)cc1
    ?, 1.6, 0.7, -3.6, 10.2, ., .
CC(C)OP(=O)(c1ccccc1)c1ccccc1
    -7.2, 0.6, -3.5, -0.6, 16.3, 2.2, 39.2
O=C(C(O)c1ccccc1)N1CCN(S(=O)(=O)c2ccc(F)c(F)c2)CC1 (stereo unspecified)
    -5.6, -5.6, ., -7.2, -11.2, -0.2, -8.8
CSCC[C@H](NC(=O)OC(C)(C)C)C(=O)N/N=C/c1cc2ccc(C)cc2nc1Cl
    ., ., -2.1, ., -5.6, ., -6.5
COc1ccc(C(=O)C2CCCN(Cc3ccc4nonc4c3)C2)cc1F (stereo unspecified)
    -7.5, -11.6, 11.8, -0.1, 11.4, -2.7, 14.0
CCCC(C(=O)NC(C)(C)C)N(Cc1ccccc1)C(=O)c1snc(C(N)=O)c1N (stereo unspecified)
    4.3, 0.4, ., 0.8, -13.4, -4.4, -19.8
C[C@H](CO)N1C[C@H](C)[C@@H](CN(C)C(=O)Cc2cccnc2)Oc2ncc(-c3ccccc3)cc2C1=O
    2.9, 0.4, -2.4, 2.9, -14.6, 2.1, .
OCCCn1c(C2CCCN2c2nc(-c3ccc(F)cc3)cs2)nc2cc(Cl)c(N3CCCCC3)cc21 (stereo unspecified)
    -12.3, 2.2, -4.2, ., -3.6, 0.1, 3.1
O=C(CC1C(=O)NCCN1Cc1c(F)cccc1Cl)NCCCn1ccnc1 (stereo unspecified)
    19.2, -3.5, ., 11.2, 6.7, -18.2, -7.1

Five compounds drawn at random from those above, as already listed:
Value order – DENV2 CPE rescue, EWS-Fli block, ARNT-TACC3 inh, SIRT5 inh, LGR2 inh, Casp6 inh, PAX8 inh HTS
CC(C)OP(=O)(c1ccccc1)c1ccccc1
    -7.2, 0.6, -3.5, -0.6, 16.3, 2.2, 39.2
N#Cc1c(NC(=O)COC(=O)c2ccc(F)cc2)sc2c1CCC2
    -7.4, 2.9, 4.1, -0.4, 2.5, -2.6, .
COC(=O)C1=C(C)NC(=S)N(C(C)=O)C1c1ccc(OC)c(OC)c1 (stereo unspecified)
    10.7, 7.1, ., -4.5, 22.9, 2.2, 7.2
COc1ccc(NC(=O)Cc2ccc(Cl)cc2Cl)cn1
    -2.8, 2.9, -13.1, 8.3, -10.4, 0.3, 3.7
COc1ccc2c3c(n(C)c2c1)[C@@H](CO)NCC31CN(Cc2ccc(Cl)cc2)C1
    7.2, 8.7, ., ., 7.1, ., .
